# HSP90 inh: HSP90 refolding inhibition in rabbit reticulocyte lysate; luciferase refolding luminescence, 3 h; inhibition, % at 5.6 µM; actives 0.91% (n = 290,000);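 active = inhibition above the screen-wide mean plus 3 SD, computed separately per campaign, cut at about 16% in these data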;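 note: 0% = DMSO wells and 100% = 60 µM geldanamycin wells; inhibitors lower the luminescence because luciferase stays unfolded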
# KLF5 inhibitor: inhibitors of KLF5 expression | inhibition, % at 5 µM | actives 0.23% (n = 290,000) | AID 1700 | DLD-1 KLF5 promoter-luciferase reporter, luminescence;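 active = inhibition above a per-plate limit of that plate's mean compound inhibition plus 3 SD, cut at about 60% in these data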;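 note: 0% = DMSO wells and 100% = LY294002 at 200 µM; higher means less KLF5 promoter-driven luciferase light; inactives centre near -14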
# GSK3beta inhib: human GSK3beta kinase inhibition; P49841; actives 0.038% (n = 300,000); activity score (negative = inhibition), % at 10 µM; GST-GSK3beta kinase, ADP-Glo luminescence, 60 min; hits give low values;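 active = more than half of replicate wells score below -50%, meaning over 50% inhibition versus plate controls; inconclusive = some replicates but at most half score below -50%; inactive = no replicate scores below -50%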;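 note: 0% = median DMSO wells and -100% = median GW8510 positive control wells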
# Target sequence (P49841 whole entry, looked up): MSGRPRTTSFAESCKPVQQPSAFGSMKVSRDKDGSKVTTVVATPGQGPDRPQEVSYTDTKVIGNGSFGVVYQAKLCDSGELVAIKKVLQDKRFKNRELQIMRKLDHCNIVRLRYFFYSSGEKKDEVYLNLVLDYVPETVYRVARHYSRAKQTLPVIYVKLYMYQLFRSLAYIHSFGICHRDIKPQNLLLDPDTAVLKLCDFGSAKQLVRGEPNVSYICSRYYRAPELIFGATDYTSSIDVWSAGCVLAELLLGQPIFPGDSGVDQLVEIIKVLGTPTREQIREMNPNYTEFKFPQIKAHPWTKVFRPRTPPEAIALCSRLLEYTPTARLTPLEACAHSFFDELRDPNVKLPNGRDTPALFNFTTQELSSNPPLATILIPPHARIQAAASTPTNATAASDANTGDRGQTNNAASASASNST
#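 Test system: GST-fused GSK3beta enzyme, cell-free | Quantity: 1.6 ng GST-GSK3beta enzyme per well | Reagent: 25 µM ATP with peptide substrate | Schedule: 60 min enzyme reaction, room temperature | Signal: Luminescent ADP-Glo measurement of ADP formed | Read-out basis: Score relative to plate controls | Control set: DMSO and 20 µM GW8510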
# IEC-6 cytotox: counter-screen for KLF5 inhibitors: cytotoxicity in IEC-6 cells | actives 0.78% (n = 290,000) | IEC-6 cytotoxicity, luminescence viability | AID 1825 | inhibition, % at 5 µM; in the data active = inhibition above about 22%;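 note: 0% = plate median of test compound wells and 100% = cytotoxic reference compound wells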
# HSF1 inhib: HSF1 inhibition; NIH3T3-HGL HSE-luciferase, MG132-induced, luminescence 8 h; hits give low values; actives 0.77% (n = 300,000); activity change, negative = inhibition, % at 7.5 µM (by protocol);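 active = more than half of replicate wells show activity change below -50%, luminescence cut by over half; inconclusive = some wells, but at most half, below -50%; inactive = no replicate well below -50%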;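 note: luciferase reports HSF-1 transcriptional activity via heat shock element; 0% = median of DMSO wells and -100% = zero luminescence signal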
# DYRK1A inh: inhibitors of rat Dyrk1A kinase; ADP-Glo luminescence, NFATc1 peptide; inhibition, % at 12.5 µM; actives 0.43% (n = 310,000); AID 504441; in the data active = inhibition above about 50%;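 note: plate controls were vehicle with enzyme for no effect and no enzyme for full effect; many of its hits are not listed in these tables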
# HSF1 activator: increases HSF-1 driven luciferase reporter signal; NIH3T3-HGL HSF-1 luciferase reporter, MG132, 8 h; 100% = twice DMSO control signal; activation, % at 9 µM; actives 1.7% (n = 300,000); AID 504408;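 active = mean replicate activation of at least 50% with a set share of replicates each reaching 50%; inconclusive = only one of those two conditions met; inactive = mean below 50% and too few replicates reaching it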;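 note: 0% = median of the neutral control wells and 100% = twice that signal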
# aSyn UTR inh: 5' untranslated region of α-synuclein, MLPCN primary screen; alpha-synuclein 5'UTR reporter, inhibitor activity; inhibition, % (tested at 7.5 µM); actives 0.82% (n = 300,000); AID 1813; in the data active = inhibition above about 60%; inconclusive = no clear call, values can overlap the other calls;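 note: H4 neuroglioblastoma cells stably carrying SNCA 5'UTR luciferase fusion; 0% = DMSO wells and 100% = positive control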
# GSK3 alpha inh: inhibitors of human GSK-3 alpha kinase; inhibition, % at 10 µM; P49840; actives 0.1% (n = 320,000); AID 2650; ADP-Glo luminescence, 60 min;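 in the data active = inhibition above about 50%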;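 note: GST-tagged GSK-3 alpha with peptide substrate and 25 µM ATP; 0% = DMSO neutral wells and 100% = GW8510 positive control wells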
# Target sequence (P49840 whole entry, looked up): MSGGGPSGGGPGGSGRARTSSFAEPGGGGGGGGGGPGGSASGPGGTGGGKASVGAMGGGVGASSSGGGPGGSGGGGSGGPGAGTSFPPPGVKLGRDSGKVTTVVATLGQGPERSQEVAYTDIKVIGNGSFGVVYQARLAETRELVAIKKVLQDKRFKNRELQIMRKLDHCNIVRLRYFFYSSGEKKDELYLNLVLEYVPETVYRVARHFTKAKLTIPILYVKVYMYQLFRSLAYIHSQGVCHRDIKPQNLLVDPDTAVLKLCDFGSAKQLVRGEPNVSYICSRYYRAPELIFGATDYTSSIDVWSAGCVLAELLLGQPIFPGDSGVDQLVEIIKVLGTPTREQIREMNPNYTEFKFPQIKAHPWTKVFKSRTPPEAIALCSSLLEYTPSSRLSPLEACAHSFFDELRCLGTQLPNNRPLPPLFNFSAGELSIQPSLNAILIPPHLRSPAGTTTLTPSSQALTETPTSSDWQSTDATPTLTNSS
# Platelet DG rel: platelet dense granule release activity | human platelet-rich plasma, SFLLRN dense granule ATP release, luminescence | inhibition, %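 (compounds screened at 7.5 µM in platelet-rich plasma)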 | actives 0.22% (n = 300,000);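 active = mean replicate score, as percent of positive control, at or above 50; inconclusive = mean below 50 but at least one replicate at or above 50; inactive = mean and every replicate below 50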
# * hit, by the source's call; ? = inconclusive; . = no result given.
SMILES,HSP90 inh,KLF5 inhibitor,GSK3beta inhib,IEC-6 cytotox,HSF1 inhib,DYRK1A inh,HSF1 activator,aSyn UTR inh,GSK3 alpha inh,Platelet DG rel
CCC(C)NC(=O)C(NS(=O)(=O)c1cccc2nsnc12)c1ccccc1 (stereo not drawn),-2,-27,-2,-7,3,3,5,-26,-4,2
CCn1c2ccccc2c2cc(NC(=O)CNCC3CCCO3)ccc21 (stereo not drawn),-3,-21,-1,6,3,11,36,-17,-1,-5
O=C(NN=C1CCCCCCCCCCC1)c1ccccc1F,4,-7,0,11,-55*,2,-60,-59,-2,-7
O=C1CN(S(=O)(=O)c2ccc(F)cc2)c2ccccc2N1,-4,-41,.,-3,-2,11,-12,4,0,0
O=C(NC(=S)Nc1ccccc1O)c1ccc(Cl)cc1Cl,-1,-75,0,2,57,15,76*,-106,1,-13
O=C(c1ccccc1)C1CCN(C(=O)c2ccco2)CC1,-2,-27,1,4,0,-1,2,9,0,-15
CCC/S(C)=N/S(=O)(=O)c1ccc(C)cc1 (stereo not drawn),3,14,1,-2,-7,0,11,-24,-2,6
COc1ccc(CNC(=O)c2ccc(-c3ccccc3)cc2)cc1OC,-3,-21,0,-9,1,.,10,12,0,-5
CC(C)Oc1ccc(C(=O)NNC(=O)c2ccccc2C(=O)O)cc1,-2,-21,1,-1,4,-3,1,12,-2,-6
O=C(N/N=C/c1ccc(N2CCOCC2)cc1)C1COc2ccccc2O1 (stereo not drawn),0,-20,-3,3,-4,12,6,-27,-1,-7
COc1ccc(N2CC(C(=O)NCc3nnnn3-c3ccc(C)c(C)c3)CC2=O)cc1 (stereo not drawn),-2,4,2,2,-1,-2,1,9,2,-10
CCN(CC)CCNC(=O)C1(O)c2cc(Br)ccc2NC(=O)N1c1ccccc1 (stereo not drawn),2,1,-6,3,-6,-3,-10,-4,0,-2
Cc1ccc(N(Cc2cc3ccc(C)cc3[nH]c2=O)S(=O)(=O)c2ccccc2)c(C)c1,3,-100,-2,4,1,4,23,-5,0,-2
Cn1cc([N+](=O)[O-])c(C(=O)Nc2ccc(C3CCCCC3)cc2)n1,0,-149,-1,25*,94,1,75*,45,-2,12
O=C(Nc1ccc(OC(F)(F)F)cc1)Oc1ccccc1N1CCCCC1,-4,-4,1,2,-5,.,-11,3,0,-5
S=C(c1ccc(N2CCCC2)cc1)N1CCCCC1,-4,-19,.,-3,.,-10,.,.,1,.
Cc1ccccc1C(C(=O)NCc1ccco1)N(CC1CCCO1)C(=O)Cn1nnc2ccccc21 (stereo not drawn),4,-17,0,-1,1,5,-6,15,-2,10
Cc1cc(C)cc(C(=O)Nc2nc3ccccc3[nH]2)c1,-2,-108,-7,3,13,28,28,-139,-2,-3
O=C(Cc1ccccc1[N+](=O)[O-])Nc1nccs1,3,-7,-1,8,1,6,-2,9,0,1
O=C(CN1CCOCC1)Nc1ccc(S(=O)(=O)NC2CCCCC2)cc1,4,-13,1,4,-3,-6,-5,10,1,1
COc1ccc(NC(=O)CN(C)C(=O)c2cc3c(s2)CCC(C)C3)cc1 (stereo not drawn),4,-1,2,2,-11,-10,-31,-7,-3,4
O=C(CS(=O)(=O)c1ccc(Cl)cc1)NCc1ccccc1,-9,3,1,0,-8,.,-18,-3,-1,-11
O=C(NC1CC1)C1=C[C@@H](c2csc3ccccc23)C[C@@H](OCc2ccc(CO)cc2)O1,5,0,0,1,8,5,-1,14,-5,-4
CCN(CC(=O)Nc1ccc(NC(C)=O)cc1)C(=O)CSc1ncnc2sc(C)c(C)c12,.,.,1,.,3,-5,-18,7,1,6
CC(OC(=O)Cn1cnc2c1c(=O)n(C)c(=O)n2C)C(=O)Nc1ccc(Cl)cc1 (stereo not drawn),.,.,2,.,9,14,18,-10,-1,2
NC1=NC(=O)C(Cc2ccccc2)S1 (stereo not drawn),0,-17,-2,-3,-3,3,-10,10,-1,5
CC(C)COc1ccc(C(=O)Nc2ncn[nH]2)cc1,9,-63,-3,-4,5,-2,19,-66,1,2
O=c1ccc(-c2ccccc2)nn1Cc1ccccc1,1,-30,3,-4,8,19,21,4,-3,1
O=C(O)C1CSC(CCc2ccccc2)N1 (stereo not drawn),2,0,1,2,-4,-1,6,-7,-5,5
O=C(NOC(=O)c1ccccc1F)c1ccc(OC(F)F)cc1,0,10,-2,-2,-30,0,-27,-28,-2,1
OC(COCc1ccccc1)CN1CCc2ccccc2C1 (stereo not drawn),3,-3,2,-6,3,2,-5,-7,-2,-21
COc1cc(C(=O)NCCCn2ccnc2)cc(OC)c1OC,2,-29,-24,-7,1,-62,-13,9,.,0
Cc1ccc(Cn2ccc(NC(=O)c3cc(-c4ccc5c(c4)OCO5)on3)n2)cc1,0,-58,2,3,-7,-2,-7,10,.,2
S=C(NCc1ccco1)Nc1ccc(Cl)cc1,-2,-25,1,5,22,-3,29,-61,-2,3
COc1ccc(C(=O)COc2ccc3ccc(=O)oc3c2)c(OC)c1,2,-4,-1,6,9,-5,5,-20,0,-12
CN(c1ccccc1C(=O)Nc1ccc(S(=O)(=O)N2CCCCC2)cc1)S(C)(=O)=O,-1,-9,0,4,-1,0,-6,11,-2,8
COCCNC(=O)C(c1ccc(C)o1)N(Cc1ccc(OC)cc1)C(=O)Cn1nnc2ccccc21 (stereo not drawn),3,-19,-1,2,-5,1,10,4,1,-2
C=CCOc1ccc(CNCC2CCCO2)cc1 (stereo not drawn),2,-8,0,-4,0,-2,-3,-4,0,-2
COc1ccccc1NC(=O)Nc1nnc(Cc2ccccc2F)s1,-1,24,1,12,-2,4,18,-4,8,5
Cc1ccc(Nc2nc(NCC3CCCO3)nc(N)c2[N+](=O)[O-])cc1 (stereo not drawn),2,-22,-4,-2,-4,1,-2,41,3,9

# Among those listed so far, these have two or more sulfur atoms:
SMILES,HSP90 inh,KLF5 inhibitor,GSK3beta inhib,IEC-6 cytotox,HSF1 inhib,DYRK1A inh,HSF1 activator,aSyn UTR inh,GSK3 alpha inh,Platelet DG rel
CCC(C)NC(=O)C(NS(=O)(=O)c1cccc2nsnc12)c1ccccc1 (stereo not drawn),-2,-27,-2,-7,3,3,5,-26,-4,2
CCC/S(C)=N/S(=O)(=O)c1ccc(C)cc1 (stereo not drawn),3,14,1,-2,-7,0,11,-24,-2,6
CCN(CC(=O)Nc1ccc(NC(C)=O)cc1)C(=O)CSc1ncnc2sc(C)c(C)c12,.,.,1,.,3,-5,-18,7,1,6
CN(c1ccccc1C(=O)Nc1ccc(S(=O)(=O)N2CCCCC2)cc1)S(C)(=O)=O,-1,-9,0,4,-1,0,-6,11,-2,8

# Remaining list, next part.
SMILES,HSP90 inh,KLF5 inhibitor,GSK3beta inhib,IEC-6 cytotox,HSF1 inhib,DYRK1A inh,HSF1 activator,aSyn UTR inh,GSK3 alpha inh,Platelet DG rel
CCn1cc(C(=O)N2CCc3ccccc32)c(=O)c2cc(S(=O)(=O)N3CC(C)CC(C)C3)ccc21 (stereo not drawn),2,-17,1,-3,3,-8,-6,28,-1,-4
Cc1ccc(S(=O)(=O)N2CCOCC2)cc1NC(=O)C1CC(=O)N(c2ccc3c(c2)OCCO3)C1 (stereo not drawn),.,.,0,.,-4,0,3,15,0,7
CCN(CC)C1=NS(=O)(=O)c2cc([N+](=O)[O-])ccc21,-2,-10,0,-4,-3,0,9,-3,-3,-3
O=c1[nH]c(Cc2ccccn2)nc2scc(-c3ccccc3Cl)c12,3,-2,-4,5,0,-37,4,16,-5,7
CC(=O)Nc1ccc(Oc2ccc([N+](=O)[O-])cc2Cl)cc1,4,-8,-2,4,2,4,-10,6,1,1
COc1ccc(C)cc1NS(=O)(=O)c1ccc2c(c1)CCN2C(C)=O,2,-35,1,-8,-6,4,35,12,-3,5
Cc1ccc(C)c(Cn2c3ccccc3c3cnn(CC(=O)NCCCN4CCOCC4)c(=O)c32)c1,0,-14,-1,-3,4,-3,15,16,3,-18
CC1Cc2ccccc2N1C(=O)CSc1nnc(N)s1 (stereo not drawn),0,-18,1,8,2,0,5,-5,3,11
Nc1cnn(Cc2ccc(F)cc2)c1,7,2,0,-3,30,0,56*,-10,1,0
CCc1cccc(NC(=S)N(CCN(C)C)C(C)c2ccncc2)c1 (stereo not drawn),2,-26,2,2,-4,-5,-22,-12,-1,1
COc1ccc(C=C2C(=O)OC(C)(C)OC2=O)cc1OC,2,-33,-3,0,-4,0,13,4,12,2
C=CCN1C(=O)c2ccccc2NC1c1ccc(Br)s1 (stereo not drawn),-2,2,-3,-10,18,0,45,6,-5,-9
CC(=O)Nc1ccccc1Sc1ccc2c3c(cccc13)C(=O)N(c1ccc(C)cc1)C2=O,2,-38,-3,2,-9,0,-18,12,-1,?
CCOC(=O)Cc1csc(NS(=O)(=O)c2ccc(F)cc2)n1,-2,-20,0,1,-2,-3,6,31,-4,-1
CCNC(=O)c1c(NC(=O)C2COc3ccccc3O2)sc2c1CCCC2 (stereo not drawn),4,-12,4,1,-15,3,-21,50,-4,2
CCOC(=O)c1c(NC(=S)Nc2ccccc2)sc2c1CC(C)(C)SC2,1,-2,0,-2,-10,-5,7,18,-4,0
Cc1cc(NC(=O)CSc2nc(C(C)C)nc3sc4c(c23)CCC(C)C4)no1 (stereo not drawn),2,-28,2,1,5,-4,-1,0,-2,3
[O-][n+]1ccc(OCc2ccccc2)cc1,.,.,0,.,0,-1,-6,12,-2,0
CC(C)c1ccc(NC2CCCN(C(=O)CCN3Cc4ccccc4C3=O)C2)cc1 (stereo not drawn),-6,3,8,-2,0,2,8,-11,-1,-4
CCc1cccc(NC(=O)CCCN2C(=O)C(c3ccccc3)Oc3cccnc32)c1 (stereo not drawn),0,-17,2,-6,8,.,12,8,-3,-9
Cc1ccc([N+](=O)[O-])c(OCCCN2CCC(Cc3ccccc3)CC2)c1,13,-25,2,2,-60*,4,-71,11,1,-7
CCCC(=O)NC(C)c1nc2ccccc2[nH]1 (stereo not drawn),1,-26,0,3,-3,-4,-3,28,-2,0
O=C1CC(c2ccc3c(c2)OCCO3)Oc2ccc([N+](=O)[O-])cc21 (stereo not drawn),55*,-129,-1,4,-47,2,-53,-163,-1,13
O=C(c1ccc2c(c1)OCO2)N1CCN(c2ccccc2F)CC1,-6,-28,0,-1,-1,-1,28,-39,-4,1
Cc1cc2nc3c(=O)n(Cc4ccccc4)c(=O)[nH]c3nc2cc1N,4,-4,1,-5,3,7,-3,14,-22,0
CCC(CC)C(=O)Nc1cccc(C(=O)c2ccccc2)c1,9,-17,-1,-3,-6,2,27,-7,5,0
Nc1nnc(Cc2ccccc2)s1,8,-35,0,0,-3,6,-4,21,0,3
O=C(O)c1cc(NN=Nc2cccc(S(=O)(=O)O)c2)cc([N+](=O)[O-])c1,3,-11,-1,6,1,2,-2,-2,-3,3
CCN1C(=O)/C(=C2\SC(=S)N(NC(=O)c3cccnc3)C2=O)c2ccccc21,-2,-7,7,-9,-4,-6,2,-27,-2,-3
COc1ccc2oc(C(=O)NC(C)(C)C)c(C)c2c1,-5,-108,-1,1,19,.,12,-138,-3,14

# Compound activity deposited in PubChem by several laboratories.

# Some of the compounds tested; the hit share may differ from the screen's.
